PfHsp90 set2: reduces growth (ATP signal) of yeast expressing P. falciparum Hsp90 | S. cerevisiae expressing PfHsp90, BacTiter-Glo ATP, 48 h; yeast lacking PDR1 and PDR3 efflux regulators | inhibition, % at 9.4 µM | 0.32% of 310,000 active;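 active means every replicate shows inhibition above about 80%, whatever the replicate mean, limit read from the data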;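 further: 0% = DMSO neutral controls and 100% = 20 µM radicicol positive controls; yeast relying on Plasmodium falciparum Hsp90 in place of its own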
PvdQ acylase: blocks Pseudomonas aeruginosa PvdQ acylase activity | purified PvdQ acylase, fluorescence plate reader | inhibition, % at 10 µM | 0.063% of 340,000 active | AID 488965; in the data active means inhibition above about 30%, passing the limit was not always enough;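 further: 0% = vehicle neutral wells and 100% = reference inhibitor wells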
Rtt109 Vps75: C. albicans Rtt109 histone acetyltransferase inhibition | Q5AAJ8 | purified Rtt109/Vps75, ThioGlo CoA-SH fluorescence, 4 h | 0.16% of 330,000 active | AID 540336 | inhibition, % at 34.9 µM;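 active means inhibition of at least 50% in every replicate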
RTF Ca sens act: increases calcium sensitivity of human cardiac regulated thin filaments | IANBD-labeled TnC RTF fluorescence at EC20 calcium; 0% EC20 calcium, 100% full calcium | activation, % at 7.2 µM | 0.24% of 340,000 active;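 active means activation above the mean over all tested compounds plus 3 SD, cut at about 30% in these data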;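 further: rise in fluorescence read as greater calcium sensitivity of cardiac thin filaments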
CDK5 inh: CDK5/p35 (human) kinase inhibition. Recombinant CDK5/p35, ADP-Glo luminescence, 60 min. inhibition, % at 10 µM. 0.01% of 330,000 active. AID 488839;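 active means highest replicate inhibition of at least 50% and at least 75% of replicates reaching 50%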;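 further: plate controls were DMSO neutral control for no effect and GW8510 at 10 µM for full effect; many of its hits are not listed in these tables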
Keap1 Nrf2 FP: disrupts human Keap1 binding to Nrf2 peptide. Keap1 Kelch-Nrf2 peptide fluorescence polarization, 1536-well. inhibition, % at 9.4 µM. 0.15% of 340,000 active; in the data active means inhibition above about 12%;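 further: human Keap1 Kelch domain with fluorescein labeled Nrf2 9mer peptide probe; 0% = neutral control wells and 100% = peptide positive control; higher means more block of Keap1 binding to Nrf2 peptide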
Target sequence (Q14145 whole entry, looked up, the tested form may be a part): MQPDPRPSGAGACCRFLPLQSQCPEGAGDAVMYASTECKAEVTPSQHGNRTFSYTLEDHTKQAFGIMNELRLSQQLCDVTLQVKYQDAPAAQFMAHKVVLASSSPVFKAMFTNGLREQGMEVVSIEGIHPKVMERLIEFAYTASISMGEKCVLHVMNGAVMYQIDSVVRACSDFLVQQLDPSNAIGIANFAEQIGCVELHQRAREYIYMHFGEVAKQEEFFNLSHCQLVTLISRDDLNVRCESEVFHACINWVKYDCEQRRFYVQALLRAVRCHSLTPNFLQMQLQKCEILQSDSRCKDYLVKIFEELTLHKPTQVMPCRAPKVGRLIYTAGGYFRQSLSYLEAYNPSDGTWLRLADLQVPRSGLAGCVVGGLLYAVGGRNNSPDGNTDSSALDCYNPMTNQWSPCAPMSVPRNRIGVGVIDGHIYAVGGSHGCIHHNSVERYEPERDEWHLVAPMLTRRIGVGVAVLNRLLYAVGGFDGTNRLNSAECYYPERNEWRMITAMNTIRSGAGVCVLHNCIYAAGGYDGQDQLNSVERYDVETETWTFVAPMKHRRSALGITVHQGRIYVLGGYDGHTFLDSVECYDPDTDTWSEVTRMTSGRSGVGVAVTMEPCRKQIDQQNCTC
dFosB activator: activators of mouse delta FosB homodimer; P13346; purified delta FosB, TAMRA-CDK5 oligo fluorescence polarization; percent of positive-control signal above neutral wells; activation, % at 25 µM; 0.99% of 340,000 active;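 active means mean activation above about 17%, with every replicate also reaching it, limit read from the data, passing the limit was not always enough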;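 further: fluorescence polarization rise as delta FosB binds a TAMRA Cdk5 AP-1 oligo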
Target sequence (P13346 whole entry, looked up): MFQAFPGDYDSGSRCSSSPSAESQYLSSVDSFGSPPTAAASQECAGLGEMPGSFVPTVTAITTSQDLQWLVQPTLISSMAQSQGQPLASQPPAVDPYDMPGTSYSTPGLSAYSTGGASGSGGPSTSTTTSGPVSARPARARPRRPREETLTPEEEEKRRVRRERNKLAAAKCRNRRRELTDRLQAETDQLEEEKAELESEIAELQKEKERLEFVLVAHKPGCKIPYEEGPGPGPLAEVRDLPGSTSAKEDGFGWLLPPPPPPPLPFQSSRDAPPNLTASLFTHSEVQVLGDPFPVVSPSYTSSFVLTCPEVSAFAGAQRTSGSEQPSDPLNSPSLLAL
LANA DNA inh: KSHV C-LANA DNA binding inhibition; MBP-C-LANA/FAM-LBS DNA binding, fluorescence polarization; inhibition, % at 9 µM; 0.078% of 340,000 active; AID 504423;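 active means highest replicate inhibition at or above 60% at 9 µM, even if other replicates fall short; inactive means all replicates below 60% inhibition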;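 further: 0% = neutral control wells and 100% = 4 µM acridine orange control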
Cardiac RTF inh: cardiac RTF calcium desensitization; P19429+P45379; IANBD-labeled cardiac RTF, Ca2+ fluorescence; inhibition, % at 7.15 µM; 0.12% of 340,000 active;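 active means inhibition above the mean inhibition of all tested compounds plus 3 SD, cut at about 17% in these data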;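 further: assay run at fixed EC70 calcium of 1.6 mM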
SUMO Mot1 rescue: inhibitors of SUMOylation pathway: yeast Mot1-301 growth rescue | S. cerevisiae Mot1-301 growth rescue, ATP luminescence, 38.5C; percent above DMSO median, 100 means doubled | growth rescue, % at 18.8 µM | 1% of 320,000 active;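 active means every valid replicate shows activation above 250% relative to neutral control wells; inactive means the rest, any valid replicate at or below 250%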;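 further: OY570 slx delta 5 strain wells were the positive control but not used for scaling; some compounds called inactive have numbers as strong as hits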
NSD2 HMT inh: blocks human histone methyltransferase NSD2; NSD2 peptide methylation, AlphaScreen, 120 min; inhibition, % at 12.5 µM; 0.54% of 310,000 active; in the data active means inhibition above about 50%
* = called active by the depositor; i = inactive; · = not tested or not shown.

SMILES	PfHsp90 set2	PvdQ acylase	Rtt109 Vps75	RTF Ca sens act	CDK5 inh	Keap1 Nrf2 FP	dFosB activator	LANA DNA inh	Cardiac RTF inh	SUMO Mot1 rescue	NSD2 HMT inh
CCOCCCNC(=O)C(NC(=O)c1ccc2c(c1)OCO2)c1ccc(Cl)cc1 (centres undefined)	·	-7	-2	5	0.8	-4	3	-0.2	-7	i	0
C=CCN(c1ccc(C(=O)NCCN2CCOCC2)cc1)S(C)(=O)=O	5	-12	-7	-1	1.4	1	-3	-1.4	-3	-5	1
O=C(CN1CCCCC1)NC(=O)Nc1ccccc1F	·	-3	1	0	-0.3	1	5	0.1	5	·	0
Cc1cc(/C=C(\C#N)C(=O)OCC#N)c(C)n1CC(C)C	-5	-1	·	4	2.2	-5	-21	-0.3	-11	-10	-6
Cc1ccc(S(=O)(=O)CC(=O)N(CCCN(C)C)c2nc3ccc(C)cc3s2)cc1	·	-20	13	1	-0.6	-3	6	-0.5	-3	9	4
COc1ccccc1CNC(=O)CN(c1ccc(C)cc1)S(=O)(=O)c1c(C)noc1C	-9	-5	5	-1	·	4	-4	1.4	3	0	-7
CCN(CC)CCN(Cc1cc2cc(C)ccc2[nH]c1=O)C(=O)Nc1ccccc1OC	-15	-10	-1	4	-1.1	1	-8	3.2	-2	·	-1
CN1C(=O)C(N=Nc2ccc([N+](=O)[O-])cc2)SC1=S (centres undefined)	114*	-4	8	-7	16	3	3	-0.5	-16	·	19
O=C(c1ccc(F)c(F)c1)N1CCC2(CC1)NCCc1[nH]cnc12	2	0	8	-5	·	-3	3	0.7	4	18	-5
CCN(CC(=O)Nc1c(F)cccc1F)C(=O)C1CCN(S(=O)(=O)c2ccc(C)c(C)c2)CC1	·	-8	0	1	-1.0	0	-9	0.3	-18	·	0
COC(=O)c1c[nH]n2c(=O)c(C(C)C)c(C)nc12	4	-8	-4	7	-0.8	-8	-6	-0.1	-9	·	-1
CC(C)(C)c1cc(C(=O)O)n[nH]1	-1	-10	·	-5	3.1	2	-4	-0.1	-7	128	0
Cc1ccc(-c2cc(-c3ccc(C)cc3O)[nH]n2)cc1	-12	-14	6	-3	-0.4	4	-5	1.8	-4	17	-2
CCCc1cc(=O)[nH]c(SCc2cc(=O)oc3cc(C)c(C(C)C)cc23)n1	-10	5	4	9	-3.2	-8	-2	-1.2	8	11	78*
Cc1ccc2[nH]c(=O)c(CN(CCCN(C)C)C(=O)Nc3ccc(F)cc3)cc2c1	·	0	6	-2	-0.3	-1	-5	-0.5	0	284	34

4 records picked at random from those above:
SMILES	PfHsp90 set2	PvdQ acylase	Rtt109 Vps75	RTF Ca sens act	CDK5 inh	Keap1 Nrf2 FP	dFosB activator	LANA DNA inh	Cardiac RTF inh	SUMO Mot1 rescue	NSD2 HMT inh
CN1C(=O)C(N=Nc2ccc([N+](=O)[O-])cc2)SC1=S (centres undefined)	114*	-4	8	-7	16	3	3	-0.5	-16	·	19
COc1ccccc1CNC(=O)CN(c1ccc(C)cc1)S(=O)(=O)c1c(C)noc1C	-9	-5	5	-1	·	4	-4	1.4	3	0	-7
CC(C)(C)c1cc(C(=O)O)n[nH]1	-1	-10	·	-5	3.1	2	-4	-0.1	-7	128	0
CCOCCCNC(=O)C(NC(=O)c1ccc2c(c1)OCO2)c1ccc(Cl)cc1 (centres undefined)	·	-7	-2	5	0.8	-4	3	-0.2	-7	i	0

Next part.
SMILES	PfHsp90 set2	PvdQ acylase	Rtt109 Vps75	RTF Ca sens act	CDK5 inh	Keap1 Nrf2 FP	dFosB activator	LANA DNA inh	Cardiac RTF inh	SUMO Mot1 rescue	NSD2 HMT inh
Cc1cccc(/C=C/c2onc(C)c2S(=O)(=O)N2CCC(C(=O)N3CCCCCC3)CC2)c1	-13	1	-6	0	-3.1	-6	-14	-1.7	3	22	-4
O=C(Nc1nnc(SCc2cccc(F)c2)s1)c1ccco1	-26	-8	0	2	0.5	-7	-10	-0.4	2	5	1
CCCCOc1ccc(C)cc1CN(CCO)CCO	8	-13	-1	7	0.7	0	2	0.4	7	0	-1
CNS(=O)(=O)c1cc(OCC(N)=O)c(C)cc1Cl	8	0	-3	-7	-0.8	4	5	-0.9	2	-10	-1
C=CCn1c(SCC(=O)Nc2ccccc2CC)nnc1-c1ccncc1	·	-7	0	4	0.0	-6	2	0.3	2	0	1
CC(C)Cn1c(=S)[nH]c2ccccc2c1=O	10	0	-18	-5	1.2	3	-8	1.2	-8	16	-4
Cc1ccc2nc(NC(=O)C3CC3C)sc2c1 (centres undefined)	-6	-9	7	0	0.8	-6	-16	0.2	5	-2	28
N#CC(c1ccc(=O)[nH]n1)c1ccc(Cl)cc1Cl (centres undefined)	-4	5	0	5	0.2	3	-1	-1.2	-4	-3	-2
O=C(CN1C(=O)c2ccccc2C1=O)N1CCN(c2ccccn2)CC1	0	-1	-1	2	0.9	-2	-1	-0.1	0	-10	1
Cc1c(NC(=S)N/N=C/c2ccc(N(C)C)cc2)c(=O)n(-c2ccccc2)n1C	42	-9	7	1	0.2	-2	-6	3.0	15	5	0
Cc1c(N=NC2=C(O)CC(C)(C)CC2=O)cc2c(c1[N+](=O)[O-])C(C)(C)CC2(C)C	-4	14	-7	0	-0.6	5	-6	-2.9	-5	5	0
Cc1cc(N/N=C/c2ccccc2F)nc(NCc2ccccc2)n1	15	6	-6	-2	0.4	2	6	-1.3	4	19	-1
O=C(O)c1ccccc1N=N/C(=N/Nc1cc(S(=O)(=O)O)ccc1O)c1ccccc1	8	6	-12	-15	2.4	-5	-3	2.9	6	-5	71*
Cc1nc(-c2ccc(S(=O)(=O)Oc3ccccc3Cl)s2)cs1	19	-4	-12	2	-3.6	-3	-2	5.2	-4	11	-3
COc1ccc(NC(=O)CN(C)C(=O)C(C)Sc2ccccc2)cc1 (centres undefined)	-12	-1	1	-8	-0.1	0	-5	-1.3	-2	-9	0
CCN(CC(=O)NCc1ccccn1)S(=O)(=O)c1ccc(Cl)cc1	-2	5	-9	-3	1.6	1	-7	0.2	15	-1	-1
OC1CCCN(CC(O)COc2ccc(-c3ccccc3)cc2)C1 (centres undefined)	-11	-6	3	3	-0.9	5	-2	-0.3	6	20	1
CC(c1ccccc1)c1nnc(NC(=O)Nc2ccccc2F)s1 (centres undefined)	-40	-15	8	-7	0.0	-3	-6	1.8	-4	-20	-1
CCCCC(CC)C(=O)NCC(C)NC(=O)C(CC)CCCC (centres undefined)	-12	3	12	3	0.0	5	-8	0.1	10	59	19
COc1ccccc1CNC(=O)C/C(C)=N/NC(=O)COc1ccc(C)cc1Br	-5	-1	-7	5	1.2	0	-1	0.9	10	168	0
O=C(Cc1ccsc1)N1CCN(S(=O)(=O)c2cccc(F)c2)CC1	-3	-11	-5	-4	-0.4	2	-8	-3.3	7	-11	-2
CC(C)(C)C1CCC(=NNC(=O)CN(c2ccccc2)S(=O)(=O)c2ccccc2[N+](=O)[O-])CC1 (centres undefined)	-12	-7	-4	2	2.9	-3	-8	-0.2	-5	5	2
COc1ccc(OCc2nnc(SCc3ccc(C(=O)O)cc3)o2)cc1	9	5	7	-4	6.1	-1	5	0.2	-10	-6	-3
COC(=O)c1cc(S(=O)(=O)NCC2CCN(Cc3ccc(F)cc3)CC2)cn1C	16	-8	0	-10	4.5	2	3	-0.3	10	-10	3
O=C(CSc1nnc(CNC(=O)c2ccccc2F)o1)NC1CCCCC1	5	5	1	0	1.3	2	2	0.0	1	-12	1
COC(=O)c1ccc(COc2ccc(C3C4=C(CCCC4=O)Nc4onc(C)c43)cc2)cc1 (centres undefined)	32	6	3	1	-1.2	-7	-11	-0.8	-1	-10	3
CCCCNC(=S)N(C)/N=C/c1ccccc1C(=O)O	-3	-3	-7	-3	2.1	0	5	0.9	3	·	-1
Cc1cnc(NC(=O)CSc2c(Cl)cccc2Cl)s1	-6	-6	-7	4	-1.5	0	3	0.1	-2	68	-1
COc1cc(OC)cc(C(=O)Nc2ccccc2NC(C)=O)c1	-17	-6	1	-2	-0.9	-2	7	2.9	-1	-10	0
CC1(C)CC(=O)C2=C(C1)NC(=O)CC2c1cc2c(cc1Br)OCO2 (centres undefined)	24	7	11	-4	0.6	5	-2	0.5	-7	10	1
COC(=O)c1sccc1NC(=S)N(C)C1CCCCC1	17	-13	7	2	-0.7	0	-3	0.4	-16	1	4
COc1ccccc1/C=C/c1nc2ccc(OC(C)=O)cc2c(=O)o1	-6	-16	-2	-4	2.2	-6	-8	0.3	-3	0	-2
O=C(CSc1ccc2nnc(-c3cccnc3)n2n1)NCC1CCCO1 (centres undefined)	-15	-19	6	0	0.5	-3	1	1.3	0	·	·
Cc1ccc(NC(=O)CN(C)C(=O)c2cccc(S(=O)(=O)NCc3ccccc3)c2)cc1	-8	2	6	-16	0.4	3	0	-0.5	1	0	0
CC(C)C[C@H]1CNC(=S)N1CC1CCN(CC2CCCC2)CC1	-8	2	13	-7	-0.3	-7	1	-0.1	-5	·	·
CC(C)(C)OC(=O)NOCC(=O)N(Cc1ccccc1)CC(O)COc1ccccc1 (centres undefined)	11	14	8	-13	1.0	-2	-9	1.6	-11	77	·
CCc1ccc(-c2nc(SCC(=O)c3c(N)n(C)c(=O)n(C)c3=O)n[nH]2)cc1	1	4	-5	-6	-0.4	0	-4	-0.6	-2	-19	-6
C=CCc1ccc(OC)c(OC)c1	0	-1	1	7	-0.8	1	-8	-2.4	-11	864*	·
COC(=O)c1c(F)c(F)c(N2CCOCC2)c(F)c1F	7	-6	-1	-1	-1.3	1	-4	3.3	7	12	-2
O=C(O)c1ccccc1NC(=S)NC(=O)c1cccc2ccccc12	-158	8	12	-3	0.8	-2	-2	0.0	-3	0	2
O=C(NN=Cc1cc(Cl)ccc1[N+](=O)[O-])c1cccc2ccccc12	-8	-15	1	-3	1.5	-7	-4	0.6	-13	·	-1
COc1ccc(C(=O)NCCS(=O)(=O)NCc2ccco2)cc1	5	-5	-1	-1	-1.5	-7	-15	1.3	-5	·	1
CNCCC(=O)N1c2ccccc2CCc2ccc(NC(=O)OC)cc21	23	-27	-2	4	-0.7	-2	-6	-1.3	-15	317	13
Cc1cccc(-n2nc3c(c2NC(=O)c2c(F)cccc2F)CS(=O)(=O)C3)c1C	6	0	6	-9	2.2	-2	3	0.5	-5	2	13
CC(NC(=O)c1cc(S(=O)(=O)N2CCCC2)ccc1Cl)c1ccccn1 (centres undefined)	3	-15	5	-4	-0.4	-5	3	-2.7	2	-4	-1
CC(C)C(NC(=O)c1ccccc1)C(=O)OCC(=O)N1CCCCC1 (centres undefined)	-7	-2	1	-7	-0.4	-2	1	-1.1	-4	-5	-2
COc1ccc(OC2CCN(S(=O)(=O)c3ccc(F)cc3)CC2)cc1	-2	2	8	1	1.7	-5	1	0.3	4	-5	-4
O=[N+]([O-])c1ccc(S(=O)(=O)Nc2nc(-c3ccccc3)cs2)cc1	3	5	3	-4	-0.5	0	-9	-0.1	0	4	29
CCN(CC)Cc1c(CC(C)C)oc(C)c1C(=O)O	·	2	12	-3	-1.9	1	-3	0.6	5	-6	1
c1ccc2nc3c(cc2c1)CCCCC3	-14	-12	-1	2	-1.9	0	2	-0.2	3	3	-1
